Bioassay records: PubChem, PCMD
CatL inh – inhibitors of human cathepsin L, biochemical; AID 460, 2006; 58,000 compounds, 0.17% hits; inhibition, %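 (tested at 10 µM)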; purified cathepsin L, fluorogenic substrate, fluorescence; in the data active means inhibition above about 45%;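 further: 0% = enzyme with no compound and 100% = no enzyme blank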
CatB inh – human cathepsin B inhibitors, primary screen, biochemical, fluorogenic substrate. 63,000 compounds, 0.1% hits. inhibition, %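 (tested at 10 µM)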. AID 453, 2006. purified cathepsin B, fluorescence. P07858; in the data active means inhibition above about 21%;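 further: 0% = enzyme with no compound and 100% = no enzyme blank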
FXIIa mix inh – human factor XIIa inhibitors, primary screen, biochemical, pooled compound mixtures, fluorogenic substrate. Coagulation factor XII (Homo sapiens), P00748. purified FXIIa. inhibition, % at 5 µM. 62,000 compounds, 0.2% hits;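 further: 0% = enzyme without compound and 100% = no enzyme blank; some results filed as inactive read as strong as hits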
Cathepsin G inh – human cathepsin G inhibitors, primary screen, biochemical, pooled compound mixtures, AMC fluorescence; P08311; purified enzyme, AMC-tetrapeptide fluorescence; inhibition, % at 5 µM (by protocol); 62,000 compounds, 0.2% hits; AID 581, 2007;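 active means inhibition above 20% in each of the two mixture wells holding the compound; inactive means inhibition of 20% or less in either well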;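 further: 0% = enzyme control without mixture and 100% = blank lacking enzyme; strong numbers were not always called active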
Target sequence (P08311 21-244 limits assumed): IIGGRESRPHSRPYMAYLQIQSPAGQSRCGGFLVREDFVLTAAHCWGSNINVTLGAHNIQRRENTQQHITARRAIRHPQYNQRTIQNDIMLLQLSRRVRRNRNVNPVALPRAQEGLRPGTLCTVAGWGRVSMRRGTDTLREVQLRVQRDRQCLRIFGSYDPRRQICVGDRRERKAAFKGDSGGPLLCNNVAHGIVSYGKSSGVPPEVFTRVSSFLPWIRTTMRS
CatS block – inhibitors of human cathepsin S, biochemical, compound mixtures | 62,000 compounds, 0.06% hits | P25774 | AID 501, 2006 | inhibition, %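 (tested at 5 µM per compound within 10-compound mixtures)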 | recombinant cathepsin S, AMC dipeptide fluorescence, pooled mixtures; in the data active means inhibition above about 32%, passing the limit was not always enough;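 further: 0% = enzyme without compound and 100% = blank without enzyme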
FXIa inh mix – FXIa protease inhibitors in compound pools, primary screen, biochemical, 10-compound mixtures. purified FXIa, fluorogenic substrate, pooled mixtures. Coagulation factor XI (Homo sapiens), P03951. 62,000 compounds, 0.19% hits. AID 680, 2007. inhibition, % at 5 µM;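 further: each value is inhibition by a whole ten-compound pool holding the compound; 0% = enzyme with no mixture and 100% = wells lacking enzyme; strong numbers were not always called active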
Target sequence (P03951 19-387 limits assumed): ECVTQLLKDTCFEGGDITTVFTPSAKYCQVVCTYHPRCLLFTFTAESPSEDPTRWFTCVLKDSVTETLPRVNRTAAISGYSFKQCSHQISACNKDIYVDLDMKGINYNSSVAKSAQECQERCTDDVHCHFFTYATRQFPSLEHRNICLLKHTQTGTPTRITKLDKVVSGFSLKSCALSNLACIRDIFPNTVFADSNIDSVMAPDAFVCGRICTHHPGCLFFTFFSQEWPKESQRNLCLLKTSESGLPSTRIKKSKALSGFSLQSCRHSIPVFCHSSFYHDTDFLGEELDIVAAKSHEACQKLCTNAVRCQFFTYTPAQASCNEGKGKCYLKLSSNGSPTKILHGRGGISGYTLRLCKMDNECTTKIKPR
Target sequence (P03951 388-625 limits assumed): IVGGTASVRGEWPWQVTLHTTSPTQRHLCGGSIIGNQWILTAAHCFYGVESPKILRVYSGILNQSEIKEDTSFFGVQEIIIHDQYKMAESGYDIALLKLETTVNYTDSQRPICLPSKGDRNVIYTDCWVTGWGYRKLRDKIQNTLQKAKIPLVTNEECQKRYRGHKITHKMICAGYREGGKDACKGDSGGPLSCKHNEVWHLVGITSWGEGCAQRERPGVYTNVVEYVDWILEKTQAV
AP ELISA ortho – alternative complement pathway inhibitors, primary screen, biochemical, ELISA, human serum, orthogonally pooled compounds; LPS-coated ELISA, C3 deposition; tested in compound mixtures; 62,000 compounds, 0.08% hits; AID 1235, 2008; inhibition, % at 5 µM;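 active means inhibition above 30% in each of the two pooled mixtures holding the compound, so the lower value exceeds 30%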;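 further: 0% = serum in Mg-EGTA without compound and 100% = EDTA serum blank; some compounds past the cut are filed as inactive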
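Test system: human serum complement alternative pathway, C3 deposition onto LPS / Medium: Mg2+-EGTA GVB++ buffer containing human serum at 1:15 dilution / Probe or stimulus: Plate-bound LPS / Times: 1 h at 37 °C / Signal: ELISA with HRP anti-human C3 antibody, TMB substrate, absorbance 450 nm / Measure: percent inhibition / Repeats: two pool placements per compound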
C1s block – complement C1s protease inhibitors, primary screen, biochemical, 10-compound mixtures; Complement C1s subcomponent (Homo sapiens), P09871; purified C1s, fluorogenic AMC substrate, pooled mixtures; mean inhibition % of two 10-compound mixtures (stronger effect = higher value), % at 5 µM (by protocol); 62,000 compounds, 0.16% hits;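 active means inhibition above 20% in each of the two 10-compound mixture wells holding the compound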;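 further: 0% = enzyme wells lacking compound mixture and 100% = no-enzyme blank wells; some compounds called inactive have numbers as strong as hits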
CatB mix inh – cathepsin B inhibitors from pooled compounds, primary screen, biochemical, compound mixtures, AMC fluorescence. AID 488, 2006. 62,000 compounds, 0.06% hits. inhibition, %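 (ten-compound pools at 5 µM per compound and 50 µM total)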. Purified cathepsin B, AMC dipeptide fluorescence. P07858; in the data active means inhibition above about 22%, passing the limit was not always enough;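 further: 0% = enzyme without compound and 100% = no enzyme blank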
* hit, by the source's call; x = not tested or not shown. Unless noted, no stated cut-off is given here; in the data, active means inhibition above about 20% (passing the limit was not always enough); inactive means the rest. Not all compounds are listed; rates above refer to the full screens.

item	CatL inh	CatB inh	FXIIa mix inh	Cathepsin G inh	CatS block	FXIa inh mix	AP ELISA ortho	C1s block	CatB mix inh	Molecule
1	6	1	1	8	3	2	7	2	1	OCCSc1nnc(Nc2ccccc2)s1
2	0	2	3	10	1	6	3	14	4	CCc1ccc(S(=O)(=O)NC(CC(=O)O)c2ccccc2)cc1 (centres undefined)
3	-17	1	-6	-12	-20	-17	11	-148	-8	N#Cc1nc(-c2ccccc2)oc1N1CCCCC1
4	9	6	2	8	-2	7	7	14	-1	O=C(NCC1COc2ccccc2O1)c1ccco1 (centres undefined)
5	-63	-9	-17	-5	-9	-3	20	-28	-5	CC1(C)CC(=O)C2=C(C1)N(CCN1CCOCC1)C1=C(C(=O)CC(C)(C)C1)C2c1ccc(Cl)cc1
6	8	-2	11	14	11	17	5	15	-1	Cc1cc2n(n1)C(c1sccc1C)Nc1c(C)cccc1-2 (centres undefined)
7	8	3	-1	8	-4	7	-12	4	-1	NC(=O)Cc1c[nH]c2cccc(O)c12
8	5	0	2	8	5	7	11	3	1	Oc1ccc2ccccc2c1/C=N/n1cnnc1
9	-2	3	1	12	-14	-1	16	12	5	COc1ccc(OC)c(N(CC(=O)NCCSc2ccccc2)S(C)(=O)=O)c1
10	-3	0	-3	13	2	4	10	15	2	Cn1cnnc1Sc1nc2ccccc2nc1NS(=O)(=O)c1ccccc1
11	8	4	3	11	11	6	-1	18	5	CCc1nnc(NC(=O)CCN2C(=O)c3ccccc3S2(=O)=O)s1
12	11	4	-1	6	15	4	7	5	3	N#CCCn1c(Cl)nc2ccccc21
13	-17	5	8	4	-4	-2	17	0	-5	Cc1ccc(N2CC(C(=O)Nc3ccc4c(c3)OCCO4)CC2=O)cc1 (centres undefined)
14	-2	-2	6	0	-7	10	0	-1	-1	CCCCc1nnc(NC(=O)CSc2nc(=O)cc(N)n2-c2ccccc2)s1
15	2	-5	13	-1	0	5	5	-28	2	CCCC1=C(C(=O)OCC)C(c2cc(Cl)cc(OC)c2OCC(=O)OCC)NC(=O)N1 (centres undefined)
16	-2	0	15	-2	-7	-11	5	-22	-2	COCCNC(=O)c1cc(-c2cccc(OC)c2)on1
17	7	3	1	3	-3	1	4	-7	2	CCn1nccc1C(=O)Nc1cc(Cl)ccc1Cl
18	15	0	9	7	2	-3	-6	8	4	CS(=O)(=O)N(CC(=O)NC1CCCCC1)c1cccc(Cl)c1
19	6	7	2	12	-2	7	8	15	5	O=C(CCCSc1nc2ccccc2[nH]1)N1CCN(c2ccccc2)CC1
20	-8	2	0	7	-4	1	14	2	-3	CC1(C)CC(=O)c2sc(NC(=O)CN3CCOCC3)nc2C1
21	0	0	2	-5	-2	1	5	-2	0	CCOC(=O)CSc1nnc([C@@H](NC(=O)OC(C)(C)C)C(C)C)o1
22	-2	1	2	-7	-7	-3	-13	-13	0	Cc1cc(C)cc(OCCCCCNCCO)c1
23	8	7	-10	11	1	6	12	16	4	CCC1=Nc2ccccc2-c2nnc(SC)nc2O1
24	-29	6	-2	-16	9	-6	-15	-22	4	CCCc1nc2oc(C(=O)OCC)c(N)c2c2c1COC(C)(C)C2
25	25	7	15	14	9	3	6	15	5	CCOc1ccccc1OCCCCN1CCCC1

Further records.
item	CatL inh	CatB inh	FXIIa mix inh	Cathepsin G inh	CatS block	FXIa inh mix	AP ELISA ortho	C1s block	CatB mix inh	Molecule
26	1	-8	3	-2	-2	3	16	-26	-2	Cc1nc2ccc(S(=O)(=O)NCC(=O)N3CCN(c4ccccn4)CC3)cc2s1
27	2	4	14	9	5	6	17	5	6	O=C(CSc1nc2c(c(=O)n1-c1ccc(F)cc1)SCC2)NCC1CCCO1 (centres undefined)
28	11	0	7	-2	-3	1	0	-15	1	O=C(CCCSc1nc2ccccc2[nH]1)NCc1ccco1
29	x	9	3	-3	13	6	5	-15	7	CCCCN1C(=O)C(O)(CC(=O)c2ccco2)c2cc(Br)ccc21 (centres undefined)
30	15	1	7	-2	2	1	5	2	2	COC(=O)C1CCN(C(=O)C(C)Oc2ccc(Cl)cc2Cl)CC1 (centres undefined)
31	-14	-4	8	0	-8	4	18	-5	-6	Cc1cc(C)nc(Nc2n[nH]c(-c3ccccc3Br)n2)n1
32	0	-2	-17	0	10	8	15	-4	3	CCC(CC)C(=O)NCCc1cc2cc(C)c(C)cc2[nH]c1=O
33	10	1	-18	6	-5	6	12	13	2	CCOc1ncccc1C(=O)OCC(=O)N1CC(=O)Nc2ccccc21
34	-2	1	-10	6	-10	2	0	8	0	CCN(CC(=O)NCc1ccccn1)S(=O)(=O)c1ccc(Cl)cc1
35	3	2	-17	11	-2	4	23	13	5	COc1ccc(CCn2c(SCC(=O)Nc3cc(C)on3)nc3ccccc3c2=O)cc1OC
36	5	-2	-15	1	7	-4	-6	3	-6	CNC(=O)NCC12CC3CC(CC(C3)C1)C2
37	8	3	-20	7	-9	5	3	11	2	O=C(CN1CCN(Cc2ccc3c(c2)OCO3)CC1)N1CCc2[nH]c3ccc(F)cc3c2C1
38	-1	-5	11	0	0	10	14	-4	8	CC1CCCCC1n1c(=S)[nH]c2ccccc2c1=O (centres undefined)
39	-4	2	6	1	17	14	7	-1	6	CN(c1ccc(C(=O)NCc2ccncc2)cc1)S(C)(=O)=O
40	5	0	4	0	7	11	8	-3	1	CCOc1ccc(C(=O)Nc2ccc(Cl)cn2)cc1Cl
41	2	3	30	12	3	4	19	11	6	CC(C)OCCCNC(=O)Cn1ncc2c(=O)oc3ccccc3c21
42	14	4	15	-2	8	3	6	-15	0	CCOc1ccc(C2=CS/C(=C(\C#N)c3nnc4n3CCCCC4)N2CC)cc1
43	-4	5	2	14	-8	8	12	15	3	COCC(=O)Nc1cc(OC)ccc1OC
44	-3	2	6	8	4	15	9	8	4	O=C(NCc1ccccc1)NC1CC2CCC(C1)N2Cc1ccco1 (centres undefined)
45	x	4	14	11	1	1	24	2	-4	CCC1(C(=O)OC)NC(c2ccco2)C2C(=O)N(c3ccccc3)C(=O)C21 (centres undefined)
46	-1	-1	6	7	7	1	5	1	-2	CC(=O)c1c(C)nn(CCC(=O)O)c1C
47	-5	1	6	5	-5	1	5	0	-1	CCOC(=O)CSCC(=O)Nc1cc(C)ccc1C
48	-3	9	8	8	1	8	19	14	4	O=S(=O)(Cc1ccccc1)Nc1ccc(S(=O)(=O)NCC2CCCO2)cc1 (centres undefined)
49	5	-2	6	2	4	-1	-1	-26	-2	COC(=O)c1c(-c2cccc(C)c2)csc1N
50	12	1	-10	9	11	-4	6	-20	-1	Cc1ccccc1-n1c(SC/C(O)=C(\C#N)c2nc3ccccc3[nH]2)nnc1-c1ccncc1

(listing goes on)
item	CatL inh	CatB inh	FXIIa mix inh	Cathepsin G inh	CatS block	FXIa inh mix	AP ELISA ortho	C1s block	CatB mix inh	Molecule
51	11	6	1	8	-3	3	10	5	3	CCOC(=O)c1oc2ccc(S(=O)(=O)N3CCC(C)CC3)cc2c1C
52	4	-3	9	-3	-6	0	2	-12	-1	O=C(C1CCCCC1)N1CCN(c2ncccn2)CC1
53	14	0	3	-1	3	2	0	-1	0	CCOc1ccc(NC(=O)CC2CC(C)(C)OC2=O)cc1 (centres undefined)
54	14	1	4	-4	0	10	18	-3	-2	Cc1cc(NC(=O)CSC2=NCCS2)no1
55	0	3	9	2	10	-1	4	3	2	O=C(NCc1cccs1)c1cccc(N2CCCC2=O)c1
56	23	0	-4	14	8	11	5	14	5	Cc1ccc(NC(=O)CCC(C(=O)O)N2C(=O)c3ccccc3C2=O)cc1 (centres undefined)
57	-4	2	3	2	17	8	-1	-4	1	CC(=O)c1cccc(NC(=O)N2CCCC2C(=O)Nc2cccc(C)c2)c1 (centres undefined)
58	11	6	1	-5	-17	-10	11	-78	-7	CCn1c(SCCOc2ccc(OC)cc2)nnc1C(CO)NC(=O)c1ccc(OC)cc1 (centres undefined)
59	8	-1	5	17	13	17	6	11	10	CCNCCNC(=O)c1c(O)c2ccccc2n(CC)c1=O
60	3	6	4	11	16	4	5	14	6	CCOC(=O)C1CCCN(Cc2ccccc2OCC)C1 (centres undefined)
61	-4	-2	1	2	5	4	31	2	7	COc1cc(NS(=O)(=O)c2ccc(OC)c(C)c2C)c(OC)cc1Cl
62	6	1	12	0	-4	-1	2	1	0	c1ccc(-c2ccc(-c3nc(-c4ccncc4)no3)cc2)cc1
63	20	4	8	13	13	4	-6	-19	-1	Cn1c(=O)c2c(ncn2CC(=O)N2CCN(c3ccccc3)CC2)n(C)c1=O
64	1	-4	5	0	1	6	24	-27	7	CCc1ccccc1NS(=O)(=O)c1ccc2[nH]cc(C(=O)NCC3CCCO3)c(=O)c2c1 (centres undefined)
